TNAP act hiacc – TNAP activators at high phosphate acceptor level, primary screen, biochemical, luminescence, uHTS. Alkaline phosphatase, tissue-nonspecific isozyme (Homo sapiens), P05186. 200,000 tested, under 10 active. purified TNAP, CDP-star luminescence, 1 M DEA, 30 min; hits give high values; 0 = EDTA background, 1 = DMSO-only activity. AID 1136, 2008. activation factor at 20 µM;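 active means activation factor at least 2 at 20 µM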
Target sequence (P05186 whole entry, looked up): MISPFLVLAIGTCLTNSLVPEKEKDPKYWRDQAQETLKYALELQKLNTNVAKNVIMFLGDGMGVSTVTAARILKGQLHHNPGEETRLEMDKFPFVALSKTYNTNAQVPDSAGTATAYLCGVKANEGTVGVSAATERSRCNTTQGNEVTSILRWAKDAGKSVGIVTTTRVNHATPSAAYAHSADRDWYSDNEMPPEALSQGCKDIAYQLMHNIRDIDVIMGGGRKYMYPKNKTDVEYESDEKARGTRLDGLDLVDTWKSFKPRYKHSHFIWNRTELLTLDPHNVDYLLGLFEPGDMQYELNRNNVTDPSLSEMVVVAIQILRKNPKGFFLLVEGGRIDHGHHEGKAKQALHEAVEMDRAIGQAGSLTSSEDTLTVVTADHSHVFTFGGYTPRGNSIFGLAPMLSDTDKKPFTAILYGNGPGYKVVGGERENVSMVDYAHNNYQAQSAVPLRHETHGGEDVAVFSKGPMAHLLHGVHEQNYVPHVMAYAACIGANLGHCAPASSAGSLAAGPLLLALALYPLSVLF
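system = human TNAP | amount = enzyme diluted 1/800 final | reagent = 100 µM CDP-star substrate | signal = luminescent substrate turnover signal | dosing = one dose, 20 µM | benchmarks = EDTA negative control, DMSO positive control | measure = activation factor | timing = 30 min reaction, room temperature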
Diaphorase act – compounds boosting diaphorase resazurin reduction – biochemical, uHTS, resorufin fluorescence, counter-screen for diaphorase-coupled primary assays, primary screen; Diaphorase/resazurin coupled assay, 16 min; hits give high values; 1 = vehicle wells, 0 = NADH-free wells; activation factor at 20 µM; 0.005% of 190,000 active;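 active means diaphorase activity raised at least twofold by the compound at 20 µM; inactive means activation factor below 2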
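test system = bacterial diaphorase enzyme (C. kluyveri) | quantity = enzyme 0.07 U/mL final | reagent = NADH substrate 0.114 mM plus resazurin dye 0.1 mM, final | incubation = 16 min enzyme reaction, ambient temperature | buffer or medium = HEPES pH 7.4 buffer with MgCl2 and Tween 20 | signal = fluorescence of resorufin, 544 nm excitation, 590 nm emission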
TNAP inh hiacc – human TNAP enzyme inhibitors, primary screen, biochemical, luminescent, high phosphate acceptor level, uHTS | inhibition, % at 20 µM | AID 1135, 2008 | 0.03% of 200,000 active | Alkaline phosphatase, tissue-nonspecific isozyme (Homo sapiens), P05186 | purified TNAP, CDP-star luminescence, 1 M DEA;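 active means over 50% inhibition of tissue-nonspecific alkaline phosphatase at 20 µM in the single-dose screen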;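 further: plate controls were DMSO wells for no effect and EDTA-quenched wells as full inhibition for full effect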
TNAP inh noacc – human TNAP enzyme inhibitors, primary screen, biochemical, luminescent, no phosphate acceptor, uHTS; purified TNAP, CDP-star luminescence, 30 min; inhibition, % at 20 µM; 0.26% of 200,000 active; AID 1012, 2008;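 active means tissue-nonspecific alkaline phosphatase inhibition above about 50% at 20 µM in the single-dose screen, limit read from the data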;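 further: 0% = DMSO negative control and 100% = EDTA positive control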
bIAP activator – bovine intestinal alkaline phosphatase activators, primary screen, biochemical, bovine IAP, CDP-star luminescence; alkaline phosphatase, intestinal [Bos taurus]; activation factor at 20 µM; 0.17% of 200,000 active; purified bovine IAP, 30 min; hits give high values; fold of DMSO-control signal, blank-subtracted;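 active means activation factor of 2 or more at 20 µM, a signal rise over negative controls twice the positive control's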
L major viab – Leishmania major promastigote growth inhibition, primary screen. AID 1063, 2008. Leishmania major promastigotes, resazurin fluorescence viability. inhibition, % at 10 µM. 9% of 200,000 active; in the data active means inhibition above about 50%;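 further: promastigotes grown with compound for 44 hours at 28 °C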
bIAP inh – bovine intestinal alkaline phosphatase inhibitors, primary screen, selectivity assay for TNAP inhibitor project, biochemical, bovine IAP, CDP-star luminescence; 190,000 tested, under 10 active; inhibition, % at 20 µM; AID 1019, 2008; alkaline phosphatase, intestinal [Bos taurus]; purified bovine IAP, 30 min;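 active means over 50% inhibition of intestinal alkaline phosphatase at 20 µM in the single-dose screen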
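System: purified bovine intestinal alkaline phosphatase (IAP) enzyme; Input: IAP diluted 1/65,000,000 in the well; Measured by: CDP-star luminescence signal; Compound dosing: 20 µM single dose; Incubation: 30 min reaction at room temperature.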
Diaphorase inh – diaphorase inhibitors and chemical oxidizers, primary screen, counter-screen for diaphorase-coupled primary assays, biochemical, uHTS, resorufin fluorescence | diaphorase resazurin-to-resorufin fluorescence, NADH, 16 min; bacterial (C. kluyveri) enzyme, not human | inhibition, % at 20 µM | 0.69% of 190,000 active | AID 1217, 2008;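 active means primary screen inhibition at 20 µM above a set limit, cut at about 50% in these data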;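 further: plate controls were DMSO with full reaction for no effect and wells lacking NADH for full effect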
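Test system: Clostridium kluyveri diaphorase enzyme / Quantity: diaphorase at 0.14 U/mL in enzyme working solution / Incubation: 16-min room-temperature incubation before reading / Benchmarks: NADH-free wells as positive control, DMSO-only neutral wells / Signal: resorufin fluorescence 544/590 nm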
PMI act hi M6P – human PMI activators, high substrate, primary screen, biochemical, fluorescence intensity, near-saturating mannose 6-phosphate. Mannose-6-phosphate isomerase (Homo sapiens), P34949. coupled PMI enzyme assay, resazurin fluorescence, 20 min; hits give high values; 1 = untreated enzyme, 0 = substrate-free blank. activation factor at 20 µM. 0.34% of 190,000 active. AID 1216, 2008;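 active means activation factor of 2 or more at 20 µM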
Target sequence (P34949 whole entry, looked up): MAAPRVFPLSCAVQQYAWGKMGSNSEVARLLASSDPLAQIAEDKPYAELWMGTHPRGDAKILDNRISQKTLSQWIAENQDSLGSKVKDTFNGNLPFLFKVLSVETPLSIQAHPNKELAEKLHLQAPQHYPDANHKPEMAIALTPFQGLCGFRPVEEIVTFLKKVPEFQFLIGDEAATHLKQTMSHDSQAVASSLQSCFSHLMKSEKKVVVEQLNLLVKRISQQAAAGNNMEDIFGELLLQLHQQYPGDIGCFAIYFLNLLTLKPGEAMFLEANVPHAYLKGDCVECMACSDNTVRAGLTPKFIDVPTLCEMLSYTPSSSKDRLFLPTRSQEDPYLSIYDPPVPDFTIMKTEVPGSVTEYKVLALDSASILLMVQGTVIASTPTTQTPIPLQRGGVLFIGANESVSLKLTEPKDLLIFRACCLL
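Test system: human phosphomannose isomerase with PGI, G6PDH, diaphorase coupling enzymes; Amount: PMI at 15 ng/mL final; Reagent: Mannose-6-phosphate 1.0 mM (near-saturating) plus 0.22 mM NADP+; Timing: 20 min, room temperature; Technique: resorufin fluorescence at Ex 544/Em 590 nm; Dosing: 20 µM single dose.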
PMI act – activators of human PMI, primary screen, biochemical, fluorescence intensity, near-Km mannose 6-phosphate. Mannose-6-phosphate isomerase (Homo sapiens), P34949. purified human PMI, coupled resazurin fluorescence, 20 min; hits give high values; 1 = vehicle control, 0 substrate-free wells. activation factor at 20 µM. 0.005% of 190,000 active. AID 1214, 2008;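 active means activation factor of 2 or more at 20 µM, relative to plate controls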
The depositor's hits bear a star; . = not tested or not shown.

SMILES	TNAP act hiacc	Diaphorase act	TNAP inh hiacc	TNAP inh noacc	bIAP activator	L major viab	bIAP inh	Diaphorase inh	PMI act hi M6P	PMI act
CCCNC(=O)c1ccc(CN2CCc3ccccc3C2)cc1	1	0.9	-3	-4	1	56*	0	9	1	1
COc1ccc(-n2c(C)cc(/C=N/Nc3nnc(C)n3N)c2C)cc1	1	0.9	-2	-58	1	14	1	14	1.1	1
CC1CCC(NC(=O)Cn2cc3c(n2)CCCC3)CC1 (centres undefined)	1	0.9	-5	-1	1	-10	0	14	1	1
Cc1ccc(OCC(=O)Nc2ccc(F)cc2)c([N+](=O)[O-])n1	1	1.1	-3	-5	1.1	7	-8	-8	1	1
O=C1c2ccccc2-c2onc3ccc(Oc4ccccc4)c1c23	0.7	0.7	27	12	0.9	100*	8	25	0.6	0.9
COC(=O)NCc1cc2cc(Cl)ccc2[nH]1	1	1	-2	-8	0.9	0	10	5	1	1
COc1cc(C(=O)Nc2ccc(NC(=O)C3CC3)nc2)cc(OC)c1OC	1	0.9	-4	-8	0.9	1	7	12	1	1
c1ccc2c(c1)CNC1(CCCCC1)C2	1.1	0.9	-6	-9	0.9	6	15	11	1	0.9
COc1cc(-c2n[nH]c(=O)o2)cc(OC)c1OC	1	0.9	3	-4	1	1	3	5	1	1
Cc1ccc(-n2c(SCC(=O)NCCN3C(=O)CSC3=O)nnc2-c2ccccc2)cc1C	1	1	-3	-7	0.6	4	40	5	1.1	0.9

Reprinted at random: seven records from the list.
SMILES	TNAP act hiacc	Diaphorase act	TNAP inh hiacc	TNAP inh noacc	bIAP activator	L major viab	bIAP inh	Diaphorase inh	PMI act hi M6P	PMI act
CCCNC(=O)c1ccc(CN2CCc3ccccc3C2)cc1	1	0.9	-3	-4	1	56*	0	9	1	1
COc1ccc(-n2c(C)cc(/C=N/Nc3nnc(C)n3N)c2C)cc1	1	0.9	-2	-58	1	14	1	14	1.1	1
O=C1c2ccccc2-c2onc3ccc(Oc4ccccc4)c1c23	0.7	0.7	27	12	0.9	100*	8	25	0.6	0.9
CC1CCC(NC(=O)Cn2cc3c(n2)CCCC3)CC1 (centres undefined)	1	0.9	-5	-1	1	-10	0	14	1	1
COc1cc(-c2n[nH]c(=O)o2)cc(OC)c1OC	1	0.9	3	-4	1	1	3	5	1	1
COC(=O)NCc1cc2cc(Cl)ccc2[nH]1	1	1	-2	-8	0.9	0	10	5	1	1
COc1cc(C(=O)Nc2ccc(NC(=O)C3CC3)nc2)cc(OC)c1OC	1	0.9	-4	-8	0.9	1	7	12	1	1

The list goes on:
SMILES	TNAP act hiacc	Diaphorase act	TNAP inh hiacc	TNAP inh noacc	bIAP activator	L major viab	bIAP inh	Diaphorase inh	PMI act hi M6P	PMI act
Cc1cccnc1NC(=O)C1COc2ccccc2O1 (centres undefined)	1	1	2	-7	1	4	2	0	1	1
CC1=CC(=C(C#N)C#N)C=C(C)N1CCC(C)C	1	1	1	-2	1	-1	-1	4	1	1
CC(C)CN(C(=O)CSc1nnc(-c2ccco2)o1)c1c(N)n(Cc2ccccc2)c(=O)[nH]c1=O	0.9	1	5	8	1	-2	1	4	1	1.1
CCOc1ccc(S(=O)(=O)N2CCCCC2)c(C)c1C	1	0.8	-3	-5	1	82*	0	15	0.9	0.9
NC(=O)c1ccccc1NC(=O)CN1CCOCC1	1.1	1	-6	0	1	0	-1	-2	1	1
Cc1occc1-c1nnc(SCC(=O)NC(C)(C)C)n1CC(C)C	1	.	-2	-6	1	1	3	.	.	.
O=C(CN1C(=O)C2CC=CCC2C1=O)NCC1COc2ccccc2O1 (centres undefined)	1	1.2	-5	-9	1	-3	-3	-15	1.1	1
On1nnc2ccc(C(F)(F)F)cc21	1	0.9	-4	-14	1	-8	-3	6	1.1	1.2
CCn1cc(C(=O)Nc2cc(C)ccc2C)c(=O)c2ccc(C)nc21	1	.	-1	-5	1.2	1	-17	.	.	.
CCn1c(=O)cc(N2CCOCC2)[nH]c1=O	1	0.8	0	-9	1	-2	2	19	0.8	1
Cc1cccc(N2CCN(C(=O)c3ccc(CNc4c(N5CCC(C)CC5)c(=O)c4=O)cc3)CC2)c1C	1.1	0.9	-11	-21	1.1	9	-9	10	1	0.9
CCCCOc1nc(N)nc(-c2ccccc2)n1	1	1	0	-10	0.9	7	8	-2	1	0.9
COCC(C)n1c(C)cc(C(=O)COC(=O)c2c(NC(C)=O)sc(C)c2C)c1C (centres undefined)	1	0.8	0	-4	1	.	1	18	0.9	0.9
O=C(CN(c1ccc(Cl)cc1)S(=O)(=O)c1ccc(Cl)c([N+](=O)[O-])c1)NCCc1ccccc1	1	1	-3	-6	1	-2	1	-3	1	1
COc1cccc(C(=O)NC(C)C(c2cccs2)N2CCN(C)CC2)c1 (centres undefined)	1	0.9	-3	-7	0.9	3	10	5	0.9	1
Cc1ccccc1OC(C)c1nc(-c2ccccc2)no1 (centres undefined)	1.1	0.9	-7	-14	0.8	-5	16	10	1	1
CCOC(=O)N/N=C/c1ccc(OC)c(O)c1	1.1	0.9	-5	-11	0.9	-4	11	5	0.9	1
Cn1c(SC/C=C/c2ccccc2)nnc1-c1cnccn1	1	0.9	0	-5	1	-1	2	13	0.9	0.9
CC(NC(=O)COC(=O)C1CSC2(C)CCC(=O)N12)C12CC3CC(CC(C3)C1)C2 (centres undefined)	1	1	-3	-5	1.1	2	-11	0	1	1.1
Cc1c(NC(=O)c2ccc3c(c2)OCO3)cccc1-c1nc2ncccc2o1	1	0.8	2	-5	1	1	1	24	0.9	0.9
C=CCOc1c(CNc2cccc(C(=O)O)c2)cccc1OC	0.9	0.9	10	-10	0.9	-7	7	8	1	1
O=C(c1ccc(C(F)(F)F)cc1)C1CCCN(C(=O)CCc2cnccn2)C1 (centres undefined)	1	0.9	0	1	1	-3	-3	9	0.9	0.8
Cc1nc(CNC(=O)c2cc(COc3ccc(F)cc3Cl)on2)cs1	1	0.9	1	-3	0.9	11	11	14	0.9	0.8
CC(C)Oc1cccc(-c2cc(C(=O)N3CCN(S(C)(=O)=O)CC3)c3ccccc3n2)c1	1	1.1	-2	10	1.2	2	-16	-5	1	1
CCCCOC(=O)Oc1ccc2c(=O)c(Oc3cc(C)cc(C)c3)coc2c1	1	0.9	2	-2	1	-12	0	11	0.9	0.8
c1ccc(Cn2c(NCc3ccncc3)nc3ccccc32)cc1	1	.	-2	-7	1.1	5	-11	.	.	.
Cc1ccc(NC(=O)C[n+]2ccn(C3=C([O-])c4ccccc4C3=O)c2)cc1	1	0.9	-1	-12	0.9	3	9	8	0.9	1.1
CCOc1cc(-c2c(C)c(C)nc(N)c2C#N)ccc1O	1	1	-2	-6	0.7	5	26	-1	1	1
CCOc1ccc(S(=O)(=O)N2CCc3cc(OC)c(OC)cc3C2)cc1	1	0.9	-4	-10	0.8	-3	18	6	1	1
O=C1/C(=C/c2ccccn2)COc2ccccc21	0.9	1.1	7	0	1	100*	2	-13	1.1	1
CC(C)Cc1oc(C(=O)O)cc1CN1CCOCC1	1	0.9	0	1	1.1	-2	-9	5	1	1.1
CCN(CCNC(=O)CN(C)S(=O)(=O)c1cccc2nsnc12)c1ccccc1	1	1	-4	2	1.2	95*	-16	2	1	1
COc1ccc(CC(=O)NCc2ccccn2)cc1OC	1	0.9	-4	-13	1.1	4	-10	8	1	0.9
CN1CCN(c2ccc(Cl)cc2NS(=O)(=O)c2ccccc2Cl)CC1	1	0.9	-4	-7	1.1	100*	-7	6	1.1	1.1
O=C(NCCN1CCOCC1)C1CCN(Cc2ccccc2O)CC1	1.1	0.8	-6	-13	1	0	0	18	1	0.9
CC1(O)N(Cc2ccccc2)C(=O)OC12CCCCC2 (centres undefined)	1	0.9	-4	0	0.8	-1	16	10	0.9	0.9
Cc1nc2ncnn2c(C)c1CCC(=O)N1CCN(C(=O)c2ccco2)CC1	1	0.8	-2	-8	0.9	1	9	16	1	1
COc1ccc(/C=N/NC(=O)c2cccc(NC(C)=O)c2)c(C(=O)O)c1OC	1	0.9	0	-6	1	-3	2	6	1.1	1.1
COc1cc(C(=O)NCCC(C)C)ccc1OCc1ccc(Cl)cc1Cl	1.1	0.9	-14	-18	1.1	97*	-13	13	1	0.9
COc1ccc(Cn2nnnc2C(c2cccs2)N2CCSCC2)cc1 (centres undefined)	1	0.9	0	-11	0.8	48	19	9	1	1
COc1ccccc1N=C1SCC(=O)N1c1ccccc1OC	1	0.9	-4	-1	0.9	-4	13	7	1.1	0.9
Cc1ccc(-n2[nH]c(=O)c(-c3ccccn3)c2C)cc1	1	1	-2	-19	0.9	2	9	2	1	1
CCOC(=O)CSc1nc(N2CCOCC2)c2c(c1C#N)CC(C)(C)N(C)C2	1	0.8	-4	-1	1.1	3	-6	25	0.5	0.8
Cc1ccc([N+](=O)[O-])cc1NC(=O)C(C)NS(=O)(=O)c1ccc(F)cc1 (centres undefined)	1	0.9	-1	-6	1.2	-1	-21	5	1	0.9
CCC(=O)c1ccccc1OCCN1CCN(Cc2ccccc2)CC1	1	0.9	-1	-4	1	40	4	9	1	1
O=C(Nc1ccc2c(c1)OCO2)Nc1ccc(Br)cn1	1	1	1	-5	0.9	-7	11	2	1.1	1
CN1CCN(Cn2cc(/C=C/C(=O)c3ccccc3)c3ccccc32)CC1	1	0.8	3	1	0.7	50	32	18	0.9	0.8
COc1cc(CNCCCN2CCOCC2)ccc1OCC(=O)NC(C)(C)C	1	0.9	2	-4	1	-2	-4	6	0.9	1
Cn1cc(Cl)c(C(=O)NNC(=S)Nc2cccc(Cl)c2)n1	1.1	1	-8	-161	1.3	-7	-33	3	1.2	1.1
